Source: PubChem
FAS TE block = inhibitors of human fatty acid synthase thioesterase domain; inhibition, % at 15 µM; 0.67% of 360,000 active; recombinant FAS-TE, OMFH fluorogenic substrate, fluorescence endpoint; P49327;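 active = compounds whose normalised, plate-corrected inhibition of enzyme fluorescence in the single-dose primary screen is 50% or more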;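 also: 0% = DMSO with enzyme and 100% = substrate without enzyme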
CendR NRP1 mod = NRP-1/CendR interaction modulation. FAM-RPARPAR peptide binding to NRP-1, fluorescence polarization. inhibition, % at 25 µM. O14786. 0.85% of 360,000 active;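 active = inhibition or corrected inhibition above about 18%, plus a signal ratio from 0.5 to 1.5, limit read from the data, passing the limit was not always enough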; also: strong numbers were not always called active
Rin1-Abl PPI inh = blocks binding of human Rin1 to Abl. P00519+Q13671. TR-FRET Rin1/Abl binding, biochemical. inhibition, % at 7.35 µM. 0.4% of 360,000 active. AID 588664; in the data active = inhibition above about 5%, passing the limit was not always enough
MT1-MMP act inh = blocks activation of human MT1-MMP. P50281. HT1080 RFP-PRO-GFP cells, GFP/RFP ratio fluorescence, overnight; percent of plate control window, DMSO zero. GFP/RFP ratio change, % at 20 µM. 0.061% of 360,000 active. AID 651647;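 active = GFP/RFP ratio change of at least 30% with cell ATP level not reduced by more than half and red fluorescence within 50% of control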; also: strong numbers were not always called active
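Material: RFP-PRO-GFP reporter HT1080 cells. Dosing: single-point 20 µM compound, 1% DMSO. Controls: DMSO and RFP-L50D-GFP cell wells. Timing: cells overnight before dosing, compound overnight, 37 °C, 5% CO2. Measure: GFP/RFP fluorescence ratio.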
eLon inh = inhibits E. coli Lon protease | P0A9M0 | purified E. coli Lon protease, fluorescence polarization | inhibition, % at 7.94 µM | 0.42% of 360,000 active | AID 602123; in the data active = inhibition above about 13%, passing the limit was not always enough;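 also: 0% = enzyme with probe and DMSO and 100% = no enzyme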
PABP1 MLLE inh = inhibitors of microRNA-mediated deadenylation, human PABP1 MLLE binding; 0.36% of 360,000 active; GST-MLLE / FITC-PAM2 fluorescence polarization; inhibition, % at 20 µM; AID 588489; in the data active = inhibition above about 35%, passing the limit was not always enough;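 also: plate controls were DMSO wells with GST-MLLE for no effect and wells lacking GST-MLLE protein for full effect; some results filed as inactive read as strong as hits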
Neddyl block = cullin neddylation inhibition | 0.58% of 360,000 active | TR-FRET cullin neddylation, biochemical | P61081+Q13564 | calls only at 25 µM; in the data active = inhibition above about 36%
Target sequence (P61081 whole entry, looked up): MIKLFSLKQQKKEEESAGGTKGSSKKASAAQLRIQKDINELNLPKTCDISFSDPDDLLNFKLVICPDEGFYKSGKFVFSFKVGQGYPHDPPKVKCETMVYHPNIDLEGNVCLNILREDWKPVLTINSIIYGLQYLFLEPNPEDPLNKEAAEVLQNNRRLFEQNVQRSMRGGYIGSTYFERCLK
Target sequence (Q13564 whole entry, looked up): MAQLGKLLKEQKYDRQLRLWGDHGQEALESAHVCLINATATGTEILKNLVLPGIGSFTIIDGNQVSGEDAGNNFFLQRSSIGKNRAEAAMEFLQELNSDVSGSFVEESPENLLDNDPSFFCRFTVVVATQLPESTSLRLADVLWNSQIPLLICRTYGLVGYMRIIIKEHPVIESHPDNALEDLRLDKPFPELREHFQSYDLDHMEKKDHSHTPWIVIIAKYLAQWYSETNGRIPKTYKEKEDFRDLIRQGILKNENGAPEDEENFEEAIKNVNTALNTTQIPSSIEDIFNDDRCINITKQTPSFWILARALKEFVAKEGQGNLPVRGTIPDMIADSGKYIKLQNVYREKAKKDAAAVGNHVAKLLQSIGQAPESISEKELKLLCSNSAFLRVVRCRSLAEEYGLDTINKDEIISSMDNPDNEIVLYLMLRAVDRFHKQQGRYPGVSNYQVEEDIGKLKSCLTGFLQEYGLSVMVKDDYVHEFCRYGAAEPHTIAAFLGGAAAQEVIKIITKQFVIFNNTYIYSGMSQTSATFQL
SKN-1 inh = blocks SKN-1 activity in C. elegans | C. elegans VP596 Pgst-4::GFP/RFP ratio, acrylamide-induced, 24 h | inhibition, % at 21.8 µM | 0.49% of 360,000 active | AID 624304;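 active = interference check ratio from 0.5 to 1.5 plus GFP to RFP signal ratio inhibition reaching or exceeding a fixed threshold, cut at about 30% in these data, passing the limit was not always enough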; also: some compounds called inactive have numbers as strong as hits
MsrA act = activators of bovine methionine sulfoxide reductase A; purified bovine MsrA, absorbance read-out; activation, % at 10.6 µM; 0.3% of 360,000 active; in the data active = activation above about 7.5%;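 also: 0% = vehicle and 100% = reference activator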
* hit, by the source's call; i = inactive; x = no result given; + = active, no number.

SMILES	FAS TE block	CendR NRP1 mod	Rin1-Abl PPI inh	MT1-MMP act inh	eLon inh	PABP1 MLLE inh	Neddyl block	SKN-1 inh	MsrA act
CC(C)c1nc(CNC(=O)c2ccc(OC3CCN(Cc4ccccn4)CC3)cc2)cs1	-6	5	3	3	-6	8	i	0	-1
C=CCn1c(-c2csc3c2CCC(C)C3)n[nH]c1=S (configuration not stated)	-6	4	0	2	6	-31	i	-2	-1
O=C(CNC(=S)NC(=O)c1ccc(F)cc1)c1ccccc1	-4	6	1	-3	18	31	i	1	-8
CCOc1ccc(NC(=O)C/C(C)=N/NC(=O)COc2ccc(Br)cc2C)cc1	18	-4	-2	2	3	-2	i	-9	-2
CCOC(=O)c1cc(-c2ccc(OC)cc2)n(CCC(=O)NC2CCN(Cc3ccccc3)CC2)c1C	6	3	2	-4	-4	-7	i	-11	-2
Cc1c(N2CCCCC2)[nH]c2ccccc12	-1	-22	-4	2	-15	1	i	26	0
OCc1ccc(-c2ccc3nccn3c2)cc1	-8	1	-5	-5	-3	5	i	18	-3
CCc1cc(=O)oc2cc(C)cc(OCC(=O)N3CCC[C@@H]3C(=O)O)c12	-5	-1	-5	1	4	-8	x	6	-2
COc1ccc(CC(=O)NCc2nnc(SCC(=O)c3ccc(OC)cc3)n2C)cc1	-5	-5	2	1	1	-16	i	-14	1
O=[N+]([O-])c1ccc(CSc2nnc3ccccn23)cc1	-1	-5	1	2	-2	-4	i	0	-3
CC(C)Cn1c2c(c(O)c(C(=O)Nc3nccs3)c1=O)CCCC2	6	-2	-3	0	3	5	i	1	1
O=C(NCc1ccccc1)c1cc(C2CCCCN2C(=O)c2cccs2)on1 (configuration not stated)	3	6	-4	0	5	-6	i	7	-2
Nc1nnnn1CC(=O)OCc1cccc(Br)c1	-2	-1	1	-2	1	-15	i	2	1
CCOC(=O)/C=c1/s/c(=C/c2ccc3cc(OC)ccc3c2)c(=O)n1CC(=O)NCC1CCCO1 (configuration not stated)	-27	-81	-1	-17	-4	-36	i	-9	-3
O=c1c2ccccc2cnn1-c1nc2ccccc2[nH]1	-5	0	-5	5	-6	-2	x	13	-7
O=C(COc1ccccc1)Nc1ccccc1C(=O)NCc1ccco1	9	8	1	7	-16	3	i	-4	-1
Cc1nn(C)c(Oc2ccccc2)c1[N+](=O)[O-]	0	13	1	2	1	-9	i	10	-1
O=C(NCc1ccccc1)C1=C[C@H](C2CCCCC2)C[C@H](OCc2ccc(CO)cc2)O1	23	18*	-2	-2	-9	-1	i	3	-1
CCC(=O)Nc1ccc(Cl)c(NC(=S)NC(=O)c2ccco2)c1	10	0	2	1	-3	26	i	2	-6
Cc1cc(N2CCCCC2)n2ncc(-c3ccc(Cl)cc3)c2n1	23	15	-5	-1	-3	-5	x	1	-11
Cc1c(C(=O)N2CCN(c3ccc(F)cc3)CC2)sc2nc(-c3ccccc3)cn12	15	-2	2	12	2	5	i	-9	-3
CCOC(=O)C1(C)CCCN(C(=O)c2ccc3ccccc3c2)C1 (configuration not stated)	-3	-1	-2	-1	-2	13	i	9	-2
NC(=O)C1=C[C@H](C2CCCCC2)C[C@H](OCc2ccc(CO)cc2)O1	-3	28*	3	6	-4	8	i	1	-2
CC(C)(CO)NC(=O)CC1C(=O)NCCN1CC(c1ccccc1)c1ccccc1 (configuration not stated)	-4	-12	1	0	-6	-2	i	-5	-4

One compound at a time (already shown). Order of values: FAS TE block | CendR NRP1 mod | Rin1-Abl PPI inh | MT1-MMP act inh | eLon inh | PABP1 MLLE inh | Neddyl block | SKN-1 inh | MsrA act
`O=C(COc1ccccc1)Nc1ccccc1C(=O)NCc1ccco1` reads 9 | 8 | 1 | 7 | -16 | 3 | i | -4 | -1
`O=C(NCc1ccccc1)C1=C[C@H](C2CCCCC2)C[C@H](OCc2ccc(CO)cc2)O1` reads 23 | 18* | -2 | -2 | -9 | -1 | i | 3 | -1

(listing goes on)
SMILES	FAS TE block	CendR NRP1 mod	Rin1-Abl PPI inh	MT1-MMP act inh	eLon inh	PABP1 MLLE inh	Neddyl block	SKN-1 inh	MsrA act
CCOc1ccc(C(=O)CC(NCc2cccs2)C(=O)O)cc1 (configuration not stated)	-3	-2	2	0	-4	26	i	-1	-3
O=C(Nc1ccc2c(c1)OCCO2)c1cccc2nc3ccccc3nc12	-1	10	-2	-4	5	-12	i	21	-2
CCOC(=O)c1ccc(NC(=O)COc2ccc(S(=O)(=O)NC(C)CC)cc2)cc1 (configuration not stated)	-5	-7	5	-2	-1	2	i	-3	-5
CC(=O)Nc1ccc(NS(=O)(=O)c2ccc3c(c2)oc(=O)n3C)cc1	-3	12	-2	0	-4	-2	i	17	-3
O=Cc1ccc(OC(=O)c2cc(Cl)nc3ccccc23)cc1	30	0	-1	0	0	36*	i	4	-14
COc1cc(OC)cc(C(=O)OCC(=O)Nc2ccc3[nH]c(=O)[nH]c3c2)c1	-4	-2	1	-3	-9	-4	i	5	-3
CCOc1ccc(CCNC(=O)CCNC(=O)c2ccccc2Cl)cc1OCC	-2	-13	1	-3	1	-7	i	8	0
NC(=O)NC[C@@H]1CC[C@@H](Cc2ccc(-c3ccccc3)cc2)O1	-7	-13	-1	-1	-6	10	i	9	-3
O=C(Nc1ccccc1)C1CCCN(C(=O)c2ccc(F)cc2)C1 (configuration not stated)	-4	9	4	-1	-1	10	i	-18	-8
CCC(=O)N1CCc2cc(Br)cc(S(=O)(=O)N3CCCCCC3)c21	35	-4	-2	8	-7	-4	i	-1	-1
COc1ccc(S(=O)(=O)N2CCCCCC2)cc1NC(C)C(=O)Nc1ccc(NC(C)=O)cc1 (configuration not stated)	-4	15	1	1	-3	-2	i	0	-4
CC(C)CCN(C)C1CCN(C(=O)Nc2c(F)cccc2F)CC1	-2	-11	3	0	-5	3	i	18	1
CCOC(=O)N1CCN(c2cc(=O)n(C)c(=O)n2C)CC1	-6	15	-3	-1	0	4	i	-4	-1
CC1(C)CC2CC(C)(CN2C(=O)NC(=O)c2ccccc2)C1 (configuration not stated)	-13	10	-2	2	-1	4	i	-2	-3
O=C(NC1CCCc2ccccc21)c1cccc(Br)c1 (configuration not stated)	17	-5	-3	-5	3	6	i	-7	-4
COc1ccc(NC(=O)N(C)C[C@@H]2OCc3ccccc3-c3c(n(C)c4ccccc34)C(=O)N([C@H](C)CO)C[C@H]2C)c(OC)c1	6	16	2	-4	-1	12	i	0	-2
COCCn1nnnc1C(c1cc2cc(C)ccc2[nH]c1=O)N1CCc2ccccc21 (configuration not stated)	-1	-6	1	-8	12	6	i	-21	-12
Oc1ccc(CCNc2ncnc3ccc(Cl)cc23)cc1	7	-1	-1	-4	-8	3	i	17	-2
COc1ccc(-n2ccnc(SCC(=O)NC3CCCC3)c2=O)cc1OC	-4	7	2	1	0	51*	i	3	-6
COC(=O)c1ccc2c(=O)n(Cc3ccc(C(=O)NCCCN4CCC(C)CC4)cc3)c(=S)[nH]c2c1	-2	-22	-5	x	1	-95	i	-15	-13
Cc1ccc(C2=NO[C@@](CC(=O)O)(C(=O)Nc3ccc4c(c3)OCCO4)C2)cc1	-3	-2	4	0	-1	-3	i	-14	-7
COc1cc(N(C(=O)Cc2cccs2)C(C(=O)NC2CCCCC2)c2ccc(C)cc2)ccc1-n1cnnn1 (configuration not stated)	-2	-15	-2	-5	-9	9	i	-6	-3
CC(=O)N1CCc2c(sc(NC(=O)Cc3ccc(F)cc3)c2C#N)C1	-6	3	5	3	4	11	i	0	-7
COc1ccccc1NC(=O)c1ccc(NC(=O)CSc2n[nH]c(N)n2)cc1	-32	3	0	15	1	-27	i	-7	-5

The final 2 records of the part above come first, to join the parts.
SMILES	FAS TE block	CendR NRP1 mod	Rin1-Abl PPI inh	MT1-MMP act inh	eLon inh	PABP1 MLLE inh	Neddyl block	SKN-1 inh	MsrA act
CC(=O)N1CCc2c(sc(NC(=O)Cc3ccc(F)cc3)c2C#N)C1	-6	3	5	3	4	11	i	0	-7
COc1ccccc1NC(=O)c1ccc(NC(=O)CSc2n[nH]c(N)n2)cc1	-32	3	0	15	1	-27	i	-7	-5
CN(C)c1ccc(NC(=O)Nc2ccc3c(c2)c(=O)n(C)n3Cc2ccccc2)cc1	-5	-1	0	1	-4	16	i	9	-4
Cc1cccc(NC(=O)NCCN2CCCCC2)c1	-8	-3	3	1	-11	-2	i	38*	2
COc1ccc(OCCCC(=O)Nc2cccc(SC)c2)cc1	10	-5	-3	3	2	-23	i	8	-7
O=C(OCCN1CCN(c2ncc(C(F)(F)F)cc2Cl)CC1)c1ccc(F)cc1	18	-5	-1	4	-1	-7	i	6	2
COc1ccc(OC)c(COC(=O)c2cc([N+](=O)[O-])ccc2N2CCOCC2)c1	54*	4	-3	-1	-8	4	i	-2	-2
Cc1ccn(-c2ccc(NC(=O)c3cccs3)cc2)n1	-3	-3	-3	-1	15	5	i	7	-4
c1ccc(Nc2ncnc3sc4c(c23)CCC4)cc1	16	-6	-7	-1	-7	2	i	11	-1
COc1ccc(NC(=O)C2CCCN(S(=O)(=O)c3cccc4nonc34)C2)cc1OC (configuration not stated)	-4	2	-2	-3	-7	0	i	16	-3
COCCCNC(=O)c1cc2c(-c3cccc(OC)c3)nn(C)c2s1	4	10	-3	7	6	6	x	0	0
Cc1csc2ncnc(N3CCN(C(=O)Nc4ccc(OC(F)(F)F)cc4)CC3)c12	30	2	-1	-6	-3	-20	i	3	-4
COc1ccc(CCN(Cc2cc3cccc(C)c3[nH]c2=O)C(=O)NC2CCCCC2)cc1OC	1	-2	-3	-9	-9	-1	i	-9	-4
O=C(O)C1CCCN(S(=O)(=O)c2ccc3c(c2)OCCO3)C1 (configuration not stated)	-4	8	1	0	7	2	i	8	-3
COc1cc(-c2cc(C(=O)N3CCCCCC3)c3ccccc3n2)cc(OC)c1OC	4	12	-1	6	-2	-14	+	26	0
O=C(CCS(=O)(=O)c1ccc(Cl)cc1)NC1CCCC1	-1	1	-1	0	2	2	i	-2	-6
O=C(c1cccc(F)c1)N1CCN(S(=O)(=O)c2ccc(C(F)(F)F)cc2)CC1	4	4	-1	4	-1	-6	i	0	-4
COc1ccc(N2CCN(C(=O)CNC(=O)c3ccc(C(C)(C)C)cc3)CC2)cc1	-15	-5	-5	4	-16	11	i	-10	-13
O=C1C(Cc2ccccc2)Nc2ncnc(N3CCN(c4ccccc4)CC3)c2N1Cc1ccccc1 (configuration not stated)	7	-23	2	-5	-23	-14	i	0	-4
O=C(COC(=O)COc1ccccc1[N+](=O)[O-])NC1CCCCC1	-6	7	3	1	-2	-7	i	-1	-1
CCOC(=O)C1(CCCc2ccccc2)CCN(Cc2cnn(C)c2)CC1	-4	12	2	-2	0	12	i	1	-2
CC(C)NS(=O)(=O)c1ccc(OCC(=O)N(C)Cc2ccccc2)cc1	1	2	-1	4	-6	0	i	-13	-9
CCCS(=O)(=O)NC(=O)C1(C)CCCN(C(=O)CSc2ccccc2)C1 (configuration not stated)	-3	16	-5	-1	-6	26	i	7	-4
O=C(c1ccccc1)c1ccc(OC(=O)N2CCCC2)cc1	-5	-6	1	3	-3	12	i	28	-3
COCCN1CCN(Cc2cn(C)nc2-c2cccc(Cl)c2)CC1	-2	-5	5	-1	2	-14	i	1	-3
CSc1ccc(Cc2ccc(Cl)cc2Cl)nn1	5	-7	1	2	11	-9	i	19	0
COc1ccc(C2=NOC(Cn3nc(-c4ccccc4)cc3C(=O)NCc3cccc(Br)c3)C2)cc1 (configuration not stated)	40	11	-1	4	8	-8	i	22	-2
CCCCN(C(=O)c1ccc(S(=O)(=O)N2CCOCC2)cc1)C1CCS(=O)(=O)C1 (configuration not stated)	-5	-12	3	-4	-11	6	i	23	-1
Cn1nc(CC#N)c2c(=N)n(N)cnc21	-5	5	-1	-3	5	-12	i	12	-4
